From PubChem
MEX-5 binding = C. elegans MEX-5 TCR-2 RNA binding activity | Q9XUB2 | MEX-5/FITC-TCR2 RNA binding, fluorescence polarization; active compounds read low | activity score (negative = inhibition of binding), % at 10 µM | actives 0.38% (n = 300,000);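 active = inhibition past about -25% in most replicates, and total fluorescence under double the plate's negative control median, limit read from the data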;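 note: 0% = DMSO and -100% = 5 µM competing unlabeled TCR2 RNA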
Target sequence (Q9XUB2 whole entry, looked up): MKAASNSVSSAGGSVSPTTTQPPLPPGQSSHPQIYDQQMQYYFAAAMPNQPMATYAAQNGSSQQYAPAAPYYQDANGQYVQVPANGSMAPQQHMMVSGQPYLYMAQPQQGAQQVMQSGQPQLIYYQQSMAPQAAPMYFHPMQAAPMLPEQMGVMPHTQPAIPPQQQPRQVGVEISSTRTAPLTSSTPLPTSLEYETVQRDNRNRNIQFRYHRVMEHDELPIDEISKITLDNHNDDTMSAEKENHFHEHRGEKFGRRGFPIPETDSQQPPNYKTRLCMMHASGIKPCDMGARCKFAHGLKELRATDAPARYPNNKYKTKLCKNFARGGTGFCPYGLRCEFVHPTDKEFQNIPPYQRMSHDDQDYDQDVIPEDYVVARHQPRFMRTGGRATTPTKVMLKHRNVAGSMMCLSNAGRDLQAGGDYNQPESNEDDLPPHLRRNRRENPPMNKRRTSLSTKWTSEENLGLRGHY
PAD4 FP inh = inhibitors of human PAD4; recombinant PAD4, RCA probe fluorescence polarization; Q9UM07; inhibition, % at 6.36 µM; actives 0.41% (n = 330,000);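 active = percent inhibition above a cutoff equal to the mean of all tested compounds plus 3 SD, cut at about 15% in these data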;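 note: 0% = PAD4 with RCA probe and DMSO and 100% = probe without PAD4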
Fam108B counter = counter-screen for RBBP9 inhibitors: inhibitors of mouse Fam108B | actives 0.33% (n = 300,000) | inhibition, % at 9.51 µM | AID 1947 | recombinant Fam108B, FP-Rh probe fluorescence polarization;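 active = inhibition above the screen mean inhibition plus 3 SD, computed separately per campaign, cut at about 18% in these data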;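 note: inhibitors lower polarization as less probe binds the enzyme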
BCLXL inh = Bcl-xL (human) inhibition; AID 2129; Q07817; actives 0.7% (n = 320,000); GST-Bcl-xL / FITC-Bim BH3 peptide fluorescence polarization; inhibition, % at 10.9 µM;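 active = inhibition above the mean of all tested compounds plus 3 SD, cutoff set per campaign, cut at about 30% in these data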;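 note: 0% = DMSO wells and 100% = unlabeled Bim-BH3 peptide competitor; inhibitors lower millipolarization by displacing the labeled peptide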
Target sequence (Q07817 whole entry, looked up): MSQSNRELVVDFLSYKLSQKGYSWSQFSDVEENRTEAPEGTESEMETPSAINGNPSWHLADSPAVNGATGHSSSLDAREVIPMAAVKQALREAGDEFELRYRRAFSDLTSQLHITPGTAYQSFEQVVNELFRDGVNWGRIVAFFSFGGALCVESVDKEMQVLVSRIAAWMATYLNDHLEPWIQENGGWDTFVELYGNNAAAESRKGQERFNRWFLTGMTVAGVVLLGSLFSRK
TPT1 inh = inhibitors of Candida albicans tRNA 2'-phosphotransferase TPT1 | recombinant caTPT1, FP RNA substrate dephosphorylation | actives 0.81% (n = 300,000) | inhibition, % at 5 µM;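 active = inhibition above the mean of all tested compounds plus 3 SD, set per screening campaign, cut at about 24% in these data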;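 note: plate controls were DMSO alone for no effect and ferristatin control at 100 nM for full effect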
PME-1 primary = PME-1 (human) inhibition; recombinant PME-1, FP-Rh probe fluorescence polarization; inhibition, % at 5.9 µM; actives 0.53% (n = 320,000); AID 2130;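 active = inhibition above the campaign mean of all compounds plus 3 SD, cut at about 26% in these data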;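 note: competitive labeling of PME-1 active site by serine hydrolase directed probe; 0% = PME-1 with DMSO and 100% = wells lacking PME-1 enzyme; inhibitors block probe labeling so polarization falls and inhibition rises; many of its hits are not listed in these tables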
GSTO1 inh = counter-screen for RBBP9 inhibitors: inhibitors of human GSTO1; P78417; recombinant GSTO1, activity-based probe fluorescence polarization; inhibition, % at 5.96 µM; actives 1.1% (n = 300,000); AID 1974;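 active = inhibition above the campaign mean inhibition plus 3 SD, cut at about 35% in these data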;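 note: 0% = GSTO1-1 with DMSO and 100% = wells lacking GSTO1-1 enzyme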
Target sequence (P78417 whole entry, looked up): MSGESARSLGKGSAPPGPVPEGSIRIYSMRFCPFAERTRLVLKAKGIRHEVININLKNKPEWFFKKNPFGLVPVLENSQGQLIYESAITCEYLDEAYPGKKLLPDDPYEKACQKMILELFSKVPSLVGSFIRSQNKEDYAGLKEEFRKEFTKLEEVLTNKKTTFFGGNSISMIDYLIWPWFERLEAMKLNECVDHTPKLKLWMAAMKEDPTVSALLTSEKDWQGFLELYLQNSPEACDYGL
MCL1-BIM inh = inhibitors of human MCL1 binding to BIM-BH3 peptide | actives 0.68% (n = 320,000) | inhibition, % at 10.9 µM | GST-MCL1 / FITC-Bim-BH3 fluorescence polarization;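 active = inhibition above the mean inhibition of all tested compounds plus 3 SD, set per campaign, cut at about 40% in these data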;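 note: 0% = DMSO wells and 100% = unlabeled Bim-BH3 peptide control; higher means more loss of mP so more displacement of Bim peptide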
GLD-1 RNA inh = GLD-1-TGE RNA interaction inhibition (C. elegans); purified GLD-1 + fluorescein TGE RNA, fluorescence polarization; inhibition, % at 5.96 µM; actives 0.44% (n = 320,000); AID 2280;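 active = percent inhibition above a per-plate cutoff, the plate mean of test compounds plus 3 SD, cut at about 30% in these data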;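 note: 0% = DMSO wells with GLD-1 and probe and 100% = wells lacking GLD-1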
* marks the source's active call; other numbers are inactive results; / = no result given. The list is partial; rates above refer to the full screens.

SMILES	MEX-5 binding	PAD4 FP inh	Fam108B counter	BCLXL inh	TPT1 inh	PME-1 primary	GSTO1 inh	MCL1-BIM inh	GLD-1 RNA inh
Cc1occc1C(=O)N=Nc1c(O)n(C)c2ccccc12	0.4	-3	2	6	-2	-2	3	0	2
CC(=O)Oc1ccc(N(C(C)=O)S(=O)(=O)c2cccs2)cc1	-1.1	-1	1	1	-2	10	0	6	-4
C=CCN1C(=O)c2ccc(C(=O)N3CCN(S(=O)(=O)c4cccc([N+](=O)[O-])c4)CC3)cc2C1=O	/	-1	/	-2	/	1	/	-5	5
COc1cccc(/C=C/C(=O)NCCc2ccc3c(c2)OCCO3)c1	0.1	-2	3	5	-5	2	6	0	1
CCCc1nn2c(=O)cc(CSCC(=O)Nc3nnc(C(C)C)s3)nc2s1	4.8	-2	-2	-3	2	-1	8	-11	5
CN(CCCNC(=O)Cn1cccc1C(=O)c1ccccc1)C1CCCCC1	4.3	6	2	2	0	0	7	0	6
Cc1cc(S(=O)(=O)NCc2cccs2)ccc1-n1cnnn1	1.4	-4	-1	4	2	5	3	3	-2
CC(C)NC(=O)c1onc(CSc2ccc(F)cc2)c1C(=O)NC(C)C	0.1	-2	-3	2	-2	2	0	6	0
Cc1ccccc1NC(=O)c1ccc2c(O)c(S(=O)(=O)c3ccccc3)c(=O)[nH]c2c1	-4.4	2	1	11	-2	4	-10	5	1
COc1ccc(OC)c(C2C(C(=O)Nc3nc4ccccc4s3)=C(C)NC3=C2C(=O)CCC3)c1 (stereo not drawn)	1.6	1	1	0	1	2	-13	0	9
NC(=O)C1CCN(C(=O)c2cccc3ccccc23)CC1	1.0	0	-4	4	-1	-6	1	13	4
COc1ccccc1C1=NOC(Cn2c(NCCOCCO)nc3c2c(=O)n(C)c(=O)n3C)C1 (stereo not drawn)	-0.4	-3	2	1	-6	1	5	-2	5

(list continues)
SMILES	MEX-5 binding	PAD4 FP inh	Fam108B counter	BCLXL inh	TPT1 inh	PME-1 primary	GSTO1 inh	MCL1-BIM inh	GLD-1 RNA inh
CCOc1ccccc1C(=S)NC1CCCCC1	-2.6	4	-4	5	0	6	6	8	0
Cc1cc(Cl)ccc1NC(=O)CCC(=O)N/N=C/c1cc([N+](=O)[O-])ccc1O	-1.9	-2	-1	-7	5	4	-3	5	3
COc1ccc(Br)cc1C(=O)Nc1ccccc1-c1ccccc1	-1.7	-10	-11	-4	-1	-15	-9	-7	10
O=S(=O)(Nc1ccc(S(=O)(=O)N2CCCC2)cc1)c1ccccc1Br	/	-4	/	1	/	1	/	-4	8
CC(=O)N1CCSc2ccc(S(=O)(=O)NCc3ccc(F)cc3)cc21	0.0	-5	0	1	1	-2	2	-2	-2
CCOC(=O)CSc1nnc(-c2cc(OC)c(OC)c(OC)c2)o1	1.8	3	3	2	-9	-4	6	-1	0
CN1CCN(C(=S)NC(=O)/C=C/c2ccccc2Cl)CC1	-1.4	-5	3	9	-2	-4	-7	2	-5
Cc1nc(-c2cccnc2)sc1C(=O)Nc1cccc(C(F)(F)F)c1	1.6	-1	0	8	-1	-9	0	7	4
O=C(NC1CC2CCC1C2)C1CCN(S(=O)(=O)c2ccc(-c3nn[nH]n3)cc2)CC1 (stereo not drawn)	0.0	-4	1	1	-3	-7	6	5	-3
CC(=O)c1cccc(NC(=O)C2CCN(C(=O)c3ccc([N+](=O)[O-])cc3)CC2)c1	3.7	3	5	2	2	-3	3	2	1
Cn1cc(CN2CCCCC2C(=O)Nc2ccc(-n3cccn3)cc2)cn1 (stereo not drawn)	1.8	-6	-3	3	0	3	7	2	2
CC(C)CCn1nnnc1C(c1ccc(F)cc1)N1CCC(C(N)=O)CC1 (stereo not drawn)	2.4	1	6	-1	1	0	0	2	-3

Remaining list, next part
SMILES	MEX-5 binding	PAD4 FP inh	Fam108B counter	BCLXL inh	TPT1 inh	PME-1 primary	GSTO1 inh	MCL1-BIM inh	GLD-1 RNA inh
COc1ccc(C(c2c(N)[nH]c(=S)[nH]c2=O)c2c(N)[nH]c(=S)[nH]c2=O)cc1	0.2	0	1	13	1	-1	7	9	-2
CCCCC1=CC2=CC(=O)C(C)(OC(=O)c3ccc(Cl)nc3)C(=O)C2=CO1 (stereo not drawn)	-29*	20*	7	52*	5	23	26	66*	68*
CC1CCN(CCCNC(=O)COc2cc(=O)n(C)c3ccccc23)CC1	-1.4	-3	0	8	-1	3	0	6	6
CC1(C)CC(=O)C2=C(C1)N(Cc1cccnc1)C(=O)C2(NC(=O)c1ccc(F)cc1)C(F)(F)F (stereo not drawn)	-1.6	7	3	9	-1	1	1	8	-1
CN(C)C1=NCCN1CCC1CCCC1	-0.2	0	0	3	-3	3	1	-3	8
COc1ccc(/C=C/C(=O)c2cc(F)ccc2OC(=O)c2ccccc2)cc1OC	1.3	0	-6	4	-3	2	-3	-2	-1
Cc1ccc(CS(=O)Cc2ccc(C(=O)N3CCN(C4CCCCC4)CC3)o2)cc1 (stereo not drawn)	0.1	-5	0	0	-4	-1	0	6	2
COc1ccc(C(=O)C(C)[n+]2ccc(-c3nnc4n3CCCCC4)cc2)cc1 (stereo not drawn)	0.3	1	1	1	1	-2	-6	-4	12
CCCCN(C)C(=O)c1ccc(S(=O)(=O)N2CCOCC2)cc1	1.0	1	3	5	1	2	-1	-1	2
Fc1ccccc1Cc1noc(CN2CCN(c3ccc(Cl)cn3)CC2)n1	-4.2	-2	6	6	-1	0	17	4	8
CCN(CC)CCCNC(=O)C1c2ccccc2Oc2ccccc21	-0.1	-4	0	1	7	-5	1	-2	-2
CCCCOc1ccc(C(=O)N(Cc2ccccc2)C2CCS(=O)(=O)C2)cc1 (stereo not drawn)	-2.7	0	-4	-1	0	-2	7	-4	-1

Next part.
SMILES	MEX-5 binding	PAD4 FP inh	Fam108B counter	BCLXL inh	TPT1 inh	PME-1 primary	GSTO1 inh	MCL1-BIM inh	GLD-1 RNA inh
Cc1oc(-c2cccc(Cl)c2)nc1CN1CCC(C(=O)N2CCN(c3ccccc3F)CC2)CC1	3.3	-2	-3	1	4	0	-6	4	-2
O=C(Nc1ccccc1)N1CCC(n2c(=O)[nH]c3ccccc32)CC1	-0.7	-5	-1	5	0	6	-1	5	3
CC(C)(C)C1=C(C#N)C(c2cccnc2)C(C#N)=C(N)O1 (stereo not drawn)	-0.2	-2	4	4	-1	2	12	3	3
O=C(NCC(=O)N(Cc1cccs1)C(C(=O)NC1CCCCC1)c1ccncc1)c1ccco1 (stereo not drawn)	0.8	-2	1	8	-4	0	0	9	-4
COc1ccc(C2C3=C(CC(C)(C)CC3=O)Nc3c2c(=O)n(C)c(=O)n3C)cc1OC (stereo not drawn)	-1.4	-2	0	-4	1	-1	0	-5	-1
CN1/C(=C\C(=O)c2ccco2)c2ccccc2CC1(C)C	-0.1	-10	-7	-4	2	-3	-6	-9	-8
OCC1CCCN1C(=S)Nc1ccccc1 (stereo not drawn)	0.9	-3	2	8	-1	-3	0	16	6
O=C(Nc1ccc(Br)cc1)c1cccc(N2C(=O)CCC2=O)c1	3.2	-2	-2	3	0	-3	-3	6	7
Cc1cc(Br)ccc1N=C1NC(=O)CS1	0.6	3	-2	9	-3	60*	4	1	3
Cc1cc(=O)n(Cc2ccc(OC(C)C)cc2)c(=S)[nH]1	-0.5	-2	3	2	-5	1	19	-3	-1
CCCCC(CC)COC(=O)CCCCC(=O)OCC(CC)CCCC (stereo not drawn)	/	-9	/	-4	/	-4	/	-11	0
COC(=O)c1ccccc1NC(=O)c1cc2sccc2n1C	-0.9	5	2	1	2	4	0	-8	5

Three of the entries above in order of their number in MCL1-BIM inh, smallest number first:
molecule	MCL1-BIM inh
Cc1cc(Br)ccc1N=C1NC(=O)CS1	1
Cc1ccccc1NC(=O)c1ccc2c(O)c(S(=O)(=O)c3ccccc3)c(=O)[nH]c2c1	5
NC(=O)C1CCN(C(=O)c2cccc3ccccc23)CC1	13

(next part)
SMILES	MEX-5 binding	PAD4 FP inh	Fam108B counter	BCLXL inh	TPT1 inh	PME-1 primary	GSTO1 inh	MCL1-BIM inh	GLD-1 RNA inh
Cc1cccc(NC(=O)CSCC(=O)N2CCCc3ccccc32)c1	1.7	-3	2	-11	2	4	4	-8	-4
C=CCn1c(SCC(=O)N2CCc3ccccc3C2)nc2sc(C)c(C)c2c1=O	1.6	-3	-1	9	-3	-5	2	14	4
CCOC(=O)C(=O)NC12CC3CC(CC(C3)C1)C2	0.3	-9	5	1	-6	-4	7	-3	-3
CN(CC(=O)Nc1ccccc1Br)C(=O)CNC(=O)C1CCCCC1	/	0	/	2	/	-3	/	5	4
Cc1nc2ccsc2c(=O)n1-c1cccc(Cl)c1	/	3	-2	3	2	-3	-1	-4	4
COc1ccccc1C(CNC(=O)c1cc(S(=O)(=O)N2CCOCC2)ccc1C)N1CCCC1 (stereo not drawn)	/	-1	/	5	/	-3	/	6	8
Cc1ccc(/C=N/NC(=O)c2sccc2OCc2ccc(F)cc2)cc1	0.9	-2	2	-4	1	6	0	-4	0
COc1ccccc1-c1cc(N)n(S(=O)(=O)c2cccc3nsnc23)n1	2.6	1	5	4	-1	9	9	3	2
O=C(Cn1cc(C(F)(F)F)ccc1=O)N1CCN(S(=O)(=O)c2ccc(Cl)cc2)CC1	-1.5	1	-3	2	1	4	2	-6	-3
CCCCCCCCC(=O)NCCOc1ccccc1	-0.5	2	1	6	-1	2	5	0	-1
CC1CCc2sc(C(=O)N/N=C/C3CCCCC3)cc2C1 (stereo not drawn)	1.3	-1	-7	3	-1	0	1	12	0
CC(=O)N/N=C(\C)c1ccc(Br)cc1Br	-2.5	-3	2	5	2	-4	3	5	1
C=CCn1c(=O)c2ccccc2n2c(SCC(=O)O)nnc12	0.3	0	-1	1	-7	-1	0	-4	-6
COc1ccc(Cl)cc1C(=O)Nc1ccc(S(N)(=O)=O)cc1	-7.0	-5	-4	3	1	-6	2	9	6
COc1cc(C(C)=O)ccc1OCC(O)Cn1nc(C)c(C(C)=O)c1C (stereo not drawn)	4.5	1	-4	0	3	6	5	-4	6
